Screening results from PubChem BioAssay.
Tau ThT inhib – blocks human tau fibril formation measured by thioflavin T | recombinant tau K18 P301L, heparin-induced fibrillization, ThT fluorescence | Potency, µM (titrated, usually from 57.4 µM), for the others: at the highest dose activity, negative = inhibition, hits mostly inhibitors | 2.1% of 270,000 active | P10636 | AID 1460; also: nearly all actives have a fitted effect of over 55% in size
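Heparin-induced (20 uM) aggregation of recombinant human K18 P301L tau, 15 uM unlabeled with 0.24 uM labeled, pH 7 acetate buffer, 6 hr at 37 C with compound. Fibrils quantified by 30 uM ThT fluorescence after 1 hr ambient incubation.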
Tau fibril FP – tau fibrillization inhibition (FP) | AID 1468 | P10636 | K18 P301L tau heparin fibrillization, Alexa594 FP, 6 h | 0.39% of 280,000 active | Potency, µM (series often up to 57.7 µM), without a hit: top-dose activity, negative = inhibition, actives largely listed as inhibitors; also: nearly all actives have a fitted effect of over 55% in size
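Quantitative HTS format: compounds meet 15 uM recombinant K18 P301L tau and Alexa 594-tau tracer in 100 mM sodium acetate pH 7; 20 uM heparin triggers fibrillization at 37 C over 6 hr; FP gives the signal.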
ALDH1A1 inh – ALDH1A1 (human) enzyme inhibition. Purified ALDH1A1, NADH fluorescence, propionaldehyde substrate. Potency, µM (doses to about 75.3 µM), inactives show at the highest dose activity, negative = inhibition, actives largely listed as inhibitors. 7.3% of 220,000 active; active = well fitted inhibition curve with a large enough effect, not every such curve was filed as active; inconclusive = small, poorly fitted or top-dose-only effect, or another doubt; inactive = no such curve, though single readings can be large or run the other way;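 also: plate controls were no enzyme wells and a reference inhibitor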
Target sequence (P00352 whole entry, looked up): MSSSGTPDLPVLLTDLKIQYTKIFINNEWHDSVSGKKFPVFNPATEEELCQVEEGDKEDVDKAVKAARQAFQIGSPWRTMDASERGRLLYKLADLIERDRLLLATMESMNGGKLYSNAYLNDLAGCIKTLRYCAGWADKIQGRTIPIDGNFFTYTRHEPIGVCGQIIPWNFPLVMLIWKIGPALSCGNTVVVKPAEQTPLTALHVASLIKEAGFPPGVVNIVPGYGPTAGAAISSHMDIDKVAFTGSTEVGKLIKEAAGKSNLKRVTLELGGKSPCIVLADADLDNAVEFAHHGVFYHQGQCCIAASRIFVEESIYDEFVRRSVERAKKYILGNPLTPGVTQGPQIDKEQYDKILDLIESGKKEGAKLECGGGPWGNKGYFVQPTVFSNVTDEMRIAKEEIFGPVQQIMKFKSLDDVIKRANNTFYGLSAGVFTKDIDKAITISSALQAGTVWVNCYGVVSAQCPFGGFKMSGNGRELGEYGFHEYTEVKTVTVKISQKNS
aGal spleen mod – inhibits or activates alpha-galactosidase in human spleen homogenate. P06280. human spleen homogenate, 4MU-alpha-Gal fluorescence, 40 min. Potency, µM (series often up to 80 µM), for inactives: top-dose activity change, negative = inhibition, usual class: inhibitors. 0.008% of 240,000 active;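 also: 0% = enzyme with vehicle and -100% = no enzyme basal signal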
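Spleen homogenate 1 ug + cpd (titration) + 4-MU-alpha-D-galactopyranoside 1 mM; 37C 40 min; 50 mM citrate/phosphate pH 5.0, 0.01% Tween-20; stop pH 10; fluorescence 365/440; AC50 via Hill.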
L3MBTL1 block – inhibitors of human L3MBTL1; AID 485360; Potency, µM (highest dose often 57.1 µM), for inactives: at the top dose activity, negative = inhibition, actives largely listed as inhibitors; AlphaScreen L3MBTL1–H3K9me1 peptide binding; 0.66% of 230,000 active; Q9Y468; also: nearly all actives have a fitted effect of over 60% in size
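AlphaScreen proximity signal between nickel-chelate acceptor and streptavidin donor beads (final 10 ug/mL) reports binding of 50 nM L3MBTL1 to 75 nM biotin-H3 K9me1 peptide; complex incubated with compounds 30 min at room temperature; cefsulodin titration as control.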
Tau fluor counter – counter-screen for tau fibril formation inhibitors; tau K18 P301L (four-repeat tau fragment) Alexa594 fluorescence, heparin fibrillization; Potency, µM (top dose mostly 57.7 µM), for the others: at the top dose activity change, negative = decrease; 0.93% of 280,000 active; AID 1463; also: nearly all actives have a fitted effect of over 55% in size
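Human K18 P301L tau (15 uM unlabeled plus 0.24 uM Alexa 594-labeled, final) in 100 mM sodium acetate pH 7 was mixed with compound and 20 uM heparin and incubated 6 hr at 37 C.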
TexasRed fluor – counter-screen for TRb-SRC2 inhibitors: fluorescence interference; Potency, µM (highest dose often 106 µM), for the others: at the top dose fluorescence change, negative = quenching; AID 1479; TRb/SRC2 Texas Red total fluorescence interference; 0.29% of 280,000 active; active = well fitted curve in either direction with a large enough effect; inconclusive = small, poorly fitted or top-dose-only effect
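Human TRβ ligand-binding domain (0.6 uM) and Texas Red SRC2 peptide (20 nM) in Tris buffer with 1 uM T3 and 5% DMSO were incubated with pinned compound for 5 hr at ambient temperature. Total fluorescence was computed as S + 2P (555/632 nm).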
TRb SRC2 PPI – inhibitors of human thyroid hormone receptor beta-SRC2 interaction | TRbeta-SRC2 peptide binding, fluorescence polarization; receptor liganded with 1 µM T3 | Potency, µM (top dose mostly 106 µM), inactives show at the highest dose activity change, negative = inhibition, actives largely listed as inhibitors | P10828 | AID 1469 | 0.065% of 280,000 active;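 also: plate controls were bound peptide for no effect and peptide without receptor for full effect; nearly all actives have a fitted effect of over 50% in size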
Target sequence (P10828 whole entry, looked up): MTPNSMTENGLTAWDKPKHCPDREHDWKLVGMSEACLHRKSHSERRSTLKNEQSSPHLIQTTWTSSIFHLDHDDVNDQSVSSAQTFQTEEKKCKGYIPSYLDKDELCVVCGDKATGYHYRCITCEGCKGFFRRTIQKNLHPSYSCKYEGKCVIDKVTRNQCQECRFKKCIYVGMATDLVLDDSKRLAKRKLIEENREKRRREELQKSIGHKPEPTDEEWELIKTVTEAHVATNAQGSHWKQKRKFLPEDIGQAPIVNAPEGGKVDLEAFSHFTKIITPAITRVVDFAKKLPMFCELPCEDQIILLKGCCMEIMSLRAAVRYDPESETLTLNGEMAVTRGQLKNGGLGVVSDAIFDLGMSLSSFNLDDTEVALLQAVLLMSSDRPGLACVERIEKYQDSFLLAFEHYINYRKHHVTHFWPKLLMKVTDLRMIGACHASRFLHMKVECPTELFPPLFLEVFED
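Fluorescence polarization of 20 nM Texas Red SRC2 peptide (20-aa NR interaction domain) bound to 0.6 uM human TRb ligand-binding domain, with 1 uM T3, after 5 hr at ambient temperature; inhibition seen as decreased polarization.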
The depositor's hits bear a star; ? = inconclusive; nt = not tested or not shown; [ ] = remark or other dose. Unless noted, calls follow the shape of the dose curve; as a rule, active = well fitted curve in the direction sought with a large enough effect; inconclusive = small, poorly fitted or top-dose-only effect, or another doubt; inactive = no such curve, though single readings can be large; an effect the other way counts as inactive or inconclusive. Unless noted, % is scaled to controls: 0 for no effect and ±100 for the full control effect; potency is read from the fitted curve at half-maximal effect. Hits appear at their usual frequency; about 8.5% have a hit in one of these screens.

SMILES | Tau ThT inhib | Tau fibril FP | ALDH1A1 inh | aGal spleen mod | L3MBTL1 block | Tau fluor counter | TexasRed fluor | TRb SRC2 PPI
CCc1cccc(NC(=O)C2CCCN(S(=O)(=O)c3cccs3)C2)c1 (centres undefined) | -4% | -3% | nt | nt | nt | ? | -12% | -4%
Cc1nc(-c2cccc(NC(=O)Nc3ccccc3C(F)(F)F)c2)no1 | -2% | -9% | nt | nt | nt | -6% | 1% | -4%
CC(C)NS(=O)(=O)c1ccc(NC(=O)C2CCCCC2)cc1 | -3% | -6% | 7% | 0% | nt | -9% | -3% | -16%
CC#CCOC(=O)c1c(C)nc2sc3c(c2c1N)CC[C@@H](O)C3 | -4% | -8% | 0% | 7% | nt | -3% | 0% | -1%
COc1ccc(C(C)N2CC34C=CC(O3)C(C(=O)O)C4C2=O)cc1 (centres undefined) | -1% | 0% | -4% | 1% | nt | -3% | 0% | 0%
COc1ccc(CNc2nc(SC)n[nH]2)cc1OC | -3% | 0% | -11% | -3% | -8%[11.4 µM] | -1% | 1% | -6%
Cc1cc(-c2ccccc2)nc(N(C)NC(=O)C2CC2)c1S(C)(=O)=O | -7% | 10% | 5% | -1% | -1% | 5% | 3% | 1%
Brc1ccccc1-c1nnc(CSc2nncn2-c2ccccc2)o1 | 9% | 7% | -8% | -18% | 2% | 3% | -3% | -3%
COc1cccc(OCC(O)CN2CCC(CN3C(=O)c4cccc5cccc(c45)C3=O)CC2)c1 (centres undefined) | -6% | 7% | ? | -5% | nt | -9% | -1% | 1%
Cc1ccc(NC(=O)C2(c3cccs3)CCOCC2)cc1Cl | -3% | -13% | nt | nt | nt | -26% | -1% | -8%
NS(=O)(=O)c1ccc(NS(=O)(=O)c2ccc(NC(=S)Nc3ccccc3)cc2)cc1 | -3% | 3% | ? | -4% | 4% | -3% | ? | -7%
COc1cc(NC(=O)N[C@@H](CCSC)C(=O)O)cc(OC)c1 | -6% | 1% | nt | 1% | -2% | -1% | -1% | 8%
COc1ccc(S(=O)(=O)N(Cc2ccc(OC)c(OC)c2)Cc2ccco2)cc1 | -13% | -1% | ? | 2% | -1% | -17% | -4% | 4%
O=C(O)CSc1nnc(-c2cccc(S(=O)(=O)N3CCCCC3)c2)o1 | -3% | 0% | ? | 6% | -5% | -12% | 3% | -3%
NC(=O)COC(=O)c1cc(-c2cccs2)nn1-c1ccccc1 | 1% | 5% | -3% | -2% | -4% | 8% | -2% | -1%
CC1(C)CC(=O)C2=C(C1)N(Cc1ccccc1)C(=O)C2(O)C(F)(F)F (centres undefined) | 0% | -1% | -4% | 0% | 8% | -6% | -3% | 1%
O=C(NCCCN1CCOCC1)c1cccnc1 | 2% | -1% | -3% | 4% | 6% | 7% | -3% | 4%
CCOC(=O)N1CCN(c2nc(C)c3c(n2)CCCC3=O)CC1 | -13% | -4% | ? | 8% | 28% | 2% | -1% | 14%
COc1ccc(Nc2n[nH]c(C)c2[N+](=O)[O-])cc1 | ? | 4% | 5% | 0% | -12% | -18% | 0% | -4%
CCOC(=O)N1CCN(S(=O)(=O)c2ccc(OC)c(Cl)c2)CC1 | -3% | -4% | 6% | 1% | 13% | -1% | -1% | -3%

Arranged by heavy-atom count (highest first): part of the list above.
SMILES | Tau ThT inhib | Tau fibril FP | ALDH1A1 inh | aGal spleen mod | L3MBTL1 block | Tau fluor counter | TexasRed fluor | TRb SRC2 PPI
NC(=O)COC(=O)c1cc(-c2cccs2)nn1-c1ccccc1 | 1% | 5% | -3% | -2% | -4% | 8% | -2% | -1%
Cc1ccc(NC(=O)C2(c3cccs3)CCOCC2)cc1Cl | -3% | -13% | nt | nt | nt | -26% | -1% | -8%
COc1ccc(Nc2n[nH]c(C)c2[N+](=O)[O-])cc1 | ? | 4% | 5% | 0% | -12% | -18% | 0% | -4%

Exported with two lines to a compound: part of the list above.
The line under a structure holds: Tau ThT inhib	Tau fibril FP	ALDH1A1 inh	aGal spleen mod	L3MBTL1 block	Tau fluor counter	TexasRed fluor	TRb SRC2 PPI
- Brc1ccccc1-c1nnc(CSc2nncn2-c2ccccc2)o1
    9%	7%	-8%	-18%	2%	3%	-3%	-3%
- COc1cccc(OCC(O)CN2CCC(CN3C(=O)c4cccc5cccc(c45)C3=O)CC2)c1 (centres undefined)
    -6%	7%	?	-5%	nt	-9%	-1%	1%
- Cc1ccc(NC(=O)C2(c3cccs3)CCOCC2)cc1Cl
    -3%	-13%	nt	nt	nt	-26%	-1%	-8%

The list continues.
SMILES | Tau ThT inhib | Tau fibril FP | ALDH1A1 inh | aGal spleen mod | L3MBTL1 block | Tau fluor counter | TexasRed fluor | TRb SRC2 PPI
Cc1ccccc1C(=O)NC(=S)Nc1ccc(S(=O)(=O)N2CCN(C)CC2)cc1 | -17% | -1% | 10µM* | -1% | nt | -21% | 2% | -15%
Cc1ccc(Cl)cc1NC(=O)N1CCN(C)c2ncccc21 | ? | -2% | nt | nt | nt | -22% | 1% | -4%
NC(=O)C1CCCN(C(=O)NC2CCCCC2)C1 (centres undefined) | 5% | 8% | -2% | 1% | 1% | 9% | 6% | -2%
CCc1nc2cccnc2n1-c1ccc(CC(=O)Nc2ccc(C)cc2)cc1 | -10% | -4% | nt | nt | nt | -16% | 0% | 2%
COC(=O)CNC(=O)C1(CC(C)C)C=CCN1C(=O)c1ccccc1 (centres undefined) | -2% | -5% | 0% | 16% | nt | -5% | 1% | 9%
c1ccc(CSC2=NCCS2)cc1 | 5% | 8% | 0% | 7% | nt | 5% | -1% | -8%
CCN(Cc1ccncc1)Cc1nc(CC2CC2)no1 | -14% | -1% | ? | 6% | -2% | -11% | 0% | 5%
CCOC(=O)c1ccc(NC(=O)CC2C(=O)N(c3ccc(F)cc3)C(=O)N2CCCOC)cc1 (centres undefined) | 10% | -8% | ? | -13% | 41%[activator] | -8% | 2% | -12%
O=C(CSc1nc(=O)[nH]c2c1CCCC2)Nc1ccc(Cl)c(Cl)c1 | 4% | ? | nt | nt | nt | -15% | -2% | -1%
COc1ccccc1CCNC(=O)c1csc2c1CCCC2 | ? | 5% | ? | -14% | 5% | -10% | -5% | 2%
COc1ccccc1N1CCN(C(=O)C2CCN(S(=O)(=O)c3c(C)noc3/C=C/c3ccc(C)cc3)CC2)CC1 | -5% | -1% | nt | nt | nt | -2% | -8% | 7%
C=CCOC(=O)C1=C(C)NC(SCC(=O)OCC)=C(C#N)C1c1ccc(C)cc1 (centres undefined) | -19% | 17% | -13% | 7% | 20% | ? | 3% | -2%
Cc1cc(=O)[nH]c(-c2cccnc2)n1 | -4% | -13% | 4% | 6% | 6% | -11% | -1% | -4%
Cc1cccc(NC(=O)CSc2nnc(-c3ccco3)c(-c3ccco3)n2)c1C | 7.9µM* | 13µM* | 3.5µM* | 1% | ? | ? | ? | -12%
NC(=O)c1cc2cc(Cc3ccccc3Cl)ccc2oc1=O | -12% | -6% | ? | 5% | 1% | -15% | -1% | 0%
CCOC(=O)c1cccc(NC(=O)C2CCCN(S(=O)(=O)c3c(C)nn(C)c3C)C2)c1 (centres undefined) | -2% | ? | -12% | -5% | -1% | -15% | 1% | 0%
COc1ccc(N(Cc2cc3ccc(C)cc3[nH]c2=O)C(=O)c2ccco2)cc1 | -2% | -8% | ? | 8% | 1% | 6% | -4% | 6%
CCCOc1ccc(N2C(=O)CC(N(Cc3ccco3)C(C)=O)C2=O)cc1 (centres undefined) | 4% | 1% | ? | 5% | 8% | 12% | -1% | -2%
Cc1ccc2cc(CN(Cc3ccco3)C(=O)c3ccccc3)c(=O)[nH]c2c1C | -2% | ? | ? | 9% | 4% | -3% | 1% | 8%
C/C(CCC(=O)OC[C@@H]1O[C@H](C#Cc2ccccc2)C=C[C@@H]1Oc1ccc(C)cc1)=N/OC[C@@H](O)COCc1ccco1 | -10%[11.5 µM] | 0%[11.6 µM] | 0%[13.5 µM] | -8%[17.5 µM] | nt | -5%[11.6 µM] | -2%[11.2 µM] | -1%[11.2 µM]

Quoted from the listing:
Value of `c1ccc(CSC2=NCCS2)cc1` under TexasRed fluor: -1%
Value of `Cc1cccc(NC(=O)CSc2nnc(-c3ccco3)c(-c3ccco3)n2)c1C` under ALDH1A1 inh: 3.5µM*
Value of `Cc1ccc(Cl)cc1NC(=O)N1CCN(C)c2ncccc21` under Tau fluor counter: -22%
Value of `COc1ccccc1N1CCN(C(=O)C2CCN(S(=O)(=O)c3c(C)noc3/C=C/c3ccc(C)cc3)CC2)CC1` under Tau fibril FP: -1%
Value of `Cc1ccc2cc(CN(Cc3ccco3)C(=O)c3ccccc3)c(=O)[nH]c2c1C` under TexasRed fluor: 1%

(next part)
SMILES | Tau ThT inhib | Tau fibril FP | ALDH1A1 inh | aGal spleen mod | L3MBTL1 block | Tau fluor counter | TexasRed fluor | TRb SRC2 PPI
O=C(CN1CCN(Cc2ccc(Cl)cc2)CC1)N/N=C/c1ccccc1F | 2% | 10% | nt | 2% | 0% | 9% | -1% | -2%
CCOC(=O)CC(NCc1ccc(OC)c(OCC)c1)c1ccc(C)cc1 (centres undefined) | -4% | 15% | 6% | 8% | 4% | 1% | -2% | 4%
CN(CCc1ccccn1)C(=O)c1ccc(OC(F)(F)F)cc1 | 2% | -6% | -1% | 1% | nt | -3% | -3% | -4%
O=C(O)CCc1ccc(-c2ccccc2)n1Cc1ccco1 | ? | -9% | ? | 6% | nt | -24% | -2% | -4%
CCCC[C@@H]1C[C@H]1C(NC(=O)Cc1ccccc1)c1ccc(Cl)cc1 (some centres undefined) | 0% | 9% | -2% | 18% | nt | -1% | -2% | -4%
CCC(=O)Nc1nnc(SCc2ccccc2F)s1 | -1% | 7% | 0% | 6% | nt | 3% | 0% | 0%
c1ccc(COc2ccc(CNn3cnnc3)cc2)cc1 | 0% | 0% | 7% | 0% | nt | -3% | -10% | -9%
